USP2a block: inhibitors of human ubiquitin-specific protease USP2a; Potency, µM (series often up to 38.3 µM), for the others: at the top dose activity change, negative = inhibition, actives largely listed as inhibitors; USP2 core, Ub-CHOP2 coupled fluorogenic reporter, 485/531; hit rate 0.01% among 330,000; O75604;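 note: potency is the fitted concentration of half-maximal effect; plate controls were DMSO wells for no effect and full inhibition by NEM control for full effect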
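Deubiquitinase activity read as fluorescence (485/531 nm) after Ub-CHOP2 cleavage activates the enterokinase reporter on its substrate; USP2 core 10nM, Ub-CHOP2 and substrate 25nM each, 30min compound preincubation then 60min RT; data normalized to NEM, curves fitted.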
KCNH2 3.1 block: inhibitors of human KCNH2 3.1 potassium channel isoform; AID 720553; U2OS KCNH2 3.1, thallium flux FluxOr; active compounds read low; hit rate 0.95% among 340,000; activity change, % (tested at about 1.8 µM);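 active = maximum activity change below -70%; inconclusive = maximum activity change from -70% to -50%; inactive = maximum activity change above -50%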;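 note: thallium influx rate constant from kinetic fluorescence after stimulation buffer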
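Steps: virus added to U2OS suspension (4 h, RT, dark); medium with 10% FBS added, cells plated, 37 C overnight; FluxOr/Red40 loading buffer 45 min RT; stimulation buffer, 2 min kinetic read; rate constant normalized.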
Eya2 inh: blocks the phosphatase activity of human Eya2; hit rate 0.006% among 330,000; recombinant Eya2, OMFP fluorescence dephosphorylation (OMFP is methylfluorescein phosphate); Potency, µM (top dose mostly 76.9 µM), for the others: top-dose activity, negative = inhibition, hits mostly inhibitors; note: potency is the fitted concentration of half-maximal effect
Target sequence (O00167 whole entry, looked up): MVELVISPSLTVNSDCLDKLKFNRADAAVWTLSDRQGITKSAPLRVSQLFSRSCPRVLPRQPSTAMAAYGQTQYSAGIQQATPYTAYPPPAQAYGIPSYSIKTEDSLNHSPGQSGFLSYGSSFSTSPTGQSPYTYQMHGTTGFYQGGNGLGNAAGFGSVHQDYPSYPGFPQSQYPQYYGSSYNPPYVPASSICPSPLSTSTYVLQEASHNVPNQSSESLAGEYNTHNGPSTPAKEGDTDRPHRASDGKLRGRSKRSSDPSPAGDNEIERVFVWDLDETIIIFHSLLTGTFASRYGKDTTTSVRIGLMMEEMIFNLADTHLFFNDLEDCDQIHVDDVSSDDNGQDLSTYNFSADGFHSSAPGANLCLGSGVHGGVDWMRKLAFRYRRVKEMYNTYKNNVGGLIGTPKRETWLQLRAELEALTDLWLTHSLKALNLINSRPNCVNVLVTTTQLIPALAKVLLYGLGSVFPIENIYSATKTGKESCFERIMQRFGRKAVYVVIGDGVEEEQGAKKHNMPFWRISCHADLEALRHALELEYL
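Eya2 (0.2 uM) preincubated 10 min at ambient with compound, then OMFP substrate added at 50 uM; 10 min reaction in 50 mM HEPES pH 7.5, 50 mM NaCl, 5 uM MgCl2, 0.05% BSA, 1 mM DTT. Fluorescence read at Ex 485/Em 525 nm.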
PKM2 act: increases activity of human pyruvate kinase M2 | P14618 | purified PKM2, Kinase-Glo ATP luminescence, activation; response scale: 0% is enzyme alone, no compound | Potency, µM (highest dose often 57.5 µM), for inactives: top-dose activation, most hits filed as activators | hit rate 0.34% among 260,000; note: potency is the fitted concentration of half-maximal effect; nearly all actives have a fitted effect of over 55% in size
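Purified hPK-M2 (>95%) run at intermediate activity with 0.1 mM ADP and 0.5 mM PEP in 50 mM imidazole pH 7.2, KCl, MgCl2; 1 h room temperature. ATP formed read by Kinase-Glo luminescence; normalized to uninhibited and no-enzyme controls.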
Giardia killer: Giardia lamblia killing | Giardia lamblia trophozoite viability | activity change, % at 7.66 µM, hits read low | hit rate 0.15% among 340,000; in the data active = activity change below about -80%; inconclusive = between about -30% and that limit;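 note: parasites exposed to compound for two days anaerobically before the ATP read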
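Anaerobic 48 hrs incubation at 37 deg C of 100 trophozoites/well with test compounds; ATPLite 1-Step luminescence, 15-30 min RT, reports cellular ATP as viability.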
uPA surface inh: blocks generation of uPA at the cell surface. cell surface uPA generation assay, qHTS. Potency, µM (highest dose often 38.3 µM), for inactives: at the highest dose activity change, negative = inhibition, actives largely listed as inhibitors. hit rate 0.31% among 330,000; active = well fitted inhibition curve with a large enough effect; inconclusive = small, poorly fitted or top-dose-only effect; inactive = no such curve, though single readings can be large or run the other way; tested in mouse RAW 264.7 cells; note: potency is the fitted concentration of half-maximal effect; nearly all actives have a fitted effect of over 55% in size
B2AR arrestin: agonists driving beta-arrestin recruitment to human beta2-adrenergic receptor; P07550; beta-arrestin recruitment to beta2AR, cell-based reporter; Potency, µM (top dose mostly 46.1 µM), inactives show at the highest dose activation, most hits filed as activators; hit rate 0.02% among 330,000;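 note: potency is the fitted concentration of half-maximal effect; 0% = DMSO controls and full agonism = EC100 isoproterenol or metaproterenol; nearly all actives have a fitted effect of over 65% in size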
Target sequence (P07550 whole entry, looked up): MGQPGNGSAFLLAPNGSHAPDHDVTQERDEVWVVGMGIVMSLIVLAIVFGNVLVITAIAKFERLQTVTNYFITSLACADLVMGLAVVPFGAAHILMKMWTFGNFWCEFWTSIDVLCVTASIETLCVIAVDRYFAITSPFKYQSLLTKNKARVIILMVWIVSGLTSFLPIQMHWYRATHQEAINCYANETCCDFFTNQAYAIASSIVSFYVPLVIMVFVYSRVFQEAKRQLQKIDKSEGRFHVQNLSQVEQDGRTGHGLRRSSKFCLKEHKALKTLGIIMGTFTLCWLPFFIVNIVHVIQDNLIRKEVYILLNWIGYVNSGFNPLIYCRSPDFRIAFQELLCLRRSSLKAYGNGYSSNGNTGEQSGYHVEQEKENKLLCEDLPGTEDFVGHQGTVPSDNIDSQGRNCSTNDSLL
FBPA coupling cs: counter-screen for Giardia aldolase inhibitors: coupling enzyme system; coupling enzyme system counterscreen, AmpLite Red fluorescence; activity change, negative = inhibition, % at 58.2 µM, hits read low; hit rate 0.67% among 290,000; AID 2472; in the data active = activity change below about -30%
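Counterscreen of the coupled detection system alone, without aldolase: glyceraldehyde-3-phosphate coupling enzymes plus AmpLite Red readout. Compounds at 57.5 uM final, 10 min RT preincubation, 20 min RT reaction, fluorescence 525/598 nm.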
Chronic BCR inh: blocks chronic active B-cell receptor signaling. ABC-DLBCL IkBa-CBG/CBR reporter, luminescence ratio, 4 h. Potency, µM (series often up to 46.1 µM), for the others: top-dose ratio change, negative = lower green/red ratio, hits mostly inhibitors. hit rate 0.05% among 340,000. AID 493014; active = well fitted inhibition curve with a large enough effect in the signal ratio, with a control signal flat, not every such curve was filed as active; inconclusive = small, poorly fitted or top-dose-only effect, or effect the other way, or a change in a side signal; the % refers to the signal ratio;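 note: potency is the fitted concentration of half-maximal effect; plate controls were basal doxycycline-induced cells for no effect and cells given 10 µM MG132 for full effect; MG132 reads +100%, hits lower the ratio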
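Cell line TMD8 (human ABC DLBCL), stably expressing tet-inducible CBG68-IkBa fusion and CBR; IMDM/0.5% FBS; cpd up to 46 uM; dox induction, 4 h, 37C/5% CO2; dual luminescence; green/red ratio; MG132 control.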
GALK inh: galactokinase (human) inhibition. hit rate 0.007% among 270,000. Purified GALK, Kinase-Glo residual ATP luminescence. Potency, µM (doses to about 57.5 µM), without a hit: at the highest dose activity change, negative = inhibition, hits mostly inhibitors; note: potency is the fitted concentration of half-maximal effect
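GALK at 5 nM final was combined with compound, 35 uM ATP and 100 uM galactose in HEPES pH8.0 with MgCl2 and DTT. The reaction ran one hour at room temperature before luminescent ATP detection.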
hERG WT inh: KCNH2 (human, wildtype) channel inhibition | Q12809 | U2OS, BacMam KCNH2, thallium flux FluxOr; active compounds read low | activity change, % at 1.84 µM | hit rate 0.37% among 340,000 | AID 720551;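 active = maximum activity change below -70%; inconclusive = maximum activity change between -70% and -50%; inactive = maximum activity change above -50%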
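U2OS cells transduced with wild-type KCNH2 virus are loaded with FluxOr dye for 45 min, and thallium flux is measured in kinetic reads before and after stimulation buffer. Rate constants are normalized to DMSO controls.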
* = called active by the depositor; u = inconclusive; x = no result given; [ ] = another dose, or the depositor's remark. Unless noted, calls come from the whole dose curve; as a rule, active = well fitted curve in the direction sought with a large enough effect; inconclusive = small, poorly fitted or top-dose-only effect, or another doubt; inactive = no such curve, though single readings can be large; an effect the other way counts as inactive or inconclusive. Unless noted, % is set by controls: 0 for no effect and ±100 for the full control effect. Compounds were not picked by outcome (roughly 2.4% active in at least one column).

# | structure | USP2a block | KCNH2 3.1 block | Eya2 inh | PKM2 act | Giardia killer | uPA surface inh
1 | CCCCn1c(N)c(N(CC)C(=O)c2ccncc2)c(=O)[nH]c1=O | 1% | -3 | -19% | x | 5 | 15%
2 | O=C(c1ccc(Br)cc1)N(c1ccccn1)C1CCCCC1 | -4% | 3 | u | -8% | -11 | 0%
3 | CC(=O)Nc1ccc(Nc2ccccc2)cc1 | 5% | u | 5% | -10% | 19 | -8%
4 | Cc1cccc(C)c1NC(=O)CN(C)C(=O)C1=COCCO1 | -1% | 5 | -10% | x | 8 | -11%
5 | Cc1cccc(-n2c(N)c(C(=O)NCCN3CCOCC3)c3nc4ccccc4nc32)c1 | -1% | 18 | -9%[15.4 µM] | 8% | -6 | -2%
6 | COc1ccc(NC(=O)COC(=O)c2ccc(OCc3ccccc3Cl)c(OC)c2)c(OC)c1 | -1% | 0 | 9% | 2% | 2 | -4%
7 | COc1ccc(CCNC(=O)C(=O)NCCC2CCCCN2S(=O)(=O)c2cccs2)cc1 (configuration not stated) | -1% | -10 | 6% | x | 9 | -3%
8 | CC(C)(C)C(=O)CN1C(=O)NC2(CCCc3ccccc32)C1=O (configuration not stated) | 0% | -5 | 3% | x | -9 | 2%
9 | CCOC(=O)Cn1ccc(NC(=O)COc2ccc(F)cc2)n1 | 1% | -13 | -7% | -6% | -11 | 3%
10 | Cc1cc(OCC(=O)Nc2ccccc2N2CCOCC2)c(C(C)C)cc1Cl | 0% | -6 | -17% | x | -3 | 11%
11 | COCCn1c(=NC(=O)CN2C(=O)CCC2=O)sc2cc(S(N)(=O)=O)ccc21 | 6% | -12 | 3% | 12% | 15 | 3%
12 | Cc1ccc(NC(=O)c2sc(Cl)nc2-c2ccccc2)cc1 | 7% | -2 | 5% | -2% | -22 | -5%

# | B2AR arrestin | FBPA coupling cs | Chronic BCR inh | GALK inh | hERG WT inh
1 | 0.2% | x | 0% | x | -17
2 | 1.1% | -6 | -1% | -1% | -5
3 | 0.3% | 0 | -23% | 2% | -9
4 | 0.0% | x | 11% | x | 2
5 | 0.4% | -5 | 0% | 0% | 3
6 | -0.1% | 2 | -1% | 1% | -2
7 | -2.0% | x | 1% | x | 9
8 | -0.6% | 0 | 5% | x | 1
9 | 0.3% | -1 | u | -1% | -2
10 | -0.1% | x | u | x | 7
11 | -1.2% | 3 | -6% | 0% | -1
12 | -1.7% | 0 | u | 2% | -7

(continued)
# | structure | USP2a block | KCNH2 3.1 block | Eya2 inh | PKM2 act | Giardia killer | uPA surface inh
13 | COc1ccc(Cl)cc1N(CC(=O)N/N=C/c1ccc(OCC(N)=O)cc1)S(C)(=O)=O | -1% | -21 | 1% | -9% | -4 | 4%
14 | CCN(/C=N/c1sc2c(c1C#N)CCCCC2)CC | -1% | -11 | -4% | 2% | -10 | 1%
15 | O=S(=O)(c1cccc2cccnc12)N1CCN(Cc2ccc3c(c2)OCO3)CC1 | 3% | 14 | 12% | u | -8 | -4%
16 | N#Cc1c2n(c3c(=O)n(Cc4ccccc4Cl)cnc13)CCCC2 | 1% | 3 | 11% | 16% | 18 | x
17 | N#Cc1nc(COc2cccc(Cl)c2)oc1N1CCN(c2ccccc2)CC1 | -9% | -9 | -3% | 2% | -2 | x
18 | CCCC1(c2ccccc2)NC(=O)N(CC(=O)Nc2cc(S(=O)(=O)N3CCOCC3)ccc2Cl)C1=O (configuration not stated) | 1% | -8 | -7% | 2% | -4 | 4%
19 | COC(=O)c1[nH]c2ccc(F)cc2c1NS(=O)(=O)c1ccc(OC)cc1OC | -2% | 2 | -9% | 0% | 24 | 6%
20 | Cc1ccccc1C(=O)NC1CCN(C(=O)N2CCOCC2)CC1 | -1% | 3 | -13% | 1% | -3 | -3%
21 | Cc1ccc2c(c1)COc1c3ccc(C(=O)NC(C)C)cc3nn1-2 | 3% | -18 | -4% | -7% | -14 | 7.1µM*
22 | O=C(NN=Cc1c(O)ccc2ccccc12)c1ccc2c(c1)OCO2 | 3% | -37 | -17% | x | -5 | 8.9µM*
23 | COc1ccc(Oc2nc(OC)cc(OC)n2)cc1 | 0% | -1 | 9% | -9% | -12 | -1%
24 | Cc1ccc(/C([O-])=C(/C(=S)NCc2ccccc2)[n+]2ccccc2)cc1[N+](=O)[O-] | 1% | 2 | 4% | -1% | 1 | -4%

# | B2AR arrestin | FBPA coupling cs | Chronic BCR inh | GALK inh | hERG WT inh
13 | -0.4% | -1 | 12% | 4% | 0
14 | 0.3% | 2 | -3% | x | -3
15 | -0.7% | 1 | u | 11% | -6
16 | 2.1% | 0 | -2% | 2% | 6
17 | 0.1% | 0 | u | -2% | 3
18 | 0.1% | -1 | -6% | 9% | -9
19 | -0.8% | 0 | -19% | -3% | 2
20 | -0.7% | 3 | 3% | -1% | 8
21 | -0.3% | 1 | 13% | 5% | -1
22 | -0.7% | x | u | x | -7
23 | 0.0% | 1 | -18% | 2% | 1
24 | 0.2% | 1 | 9% | 10% | 11

Not a retest: entries from further up.
# | structure | USP2a block | KCNH2 3.1 block | Eya2 inh | PKM2 act | Giardia killer | uPA surface inh
15 | O=S(=O)(c1cccc2cccnc12)N1CCN(Cc2ccc3c(c2)OCO3)CC1 | 3% | 14 | 12% | u | -8 | -4%
16 | N#Cc1c2n(c3c(=O)n(Cc4ccccc4Cl)cnc13)CCCC2 | 1% | 3 | 11% | 16% | 18 | x
17 | N#Cc1nc(COc2cccc(Cl)c2)oc1N1CCN(c2ccccc2)CC1 | -9% | -9 | -3% | 2% | -2 | x
18 | CCCC1(c2ccccc2)NC(=O)N(CC(=O)Nc2cc(S(=O)(=O)N3CCOCC3)ccc2Cl)C1=O (configuration not stated) | 1% | -8 | -7% | 2% | -4 | 4%
19 | COC(=O)c1[nH]c2ccc(F)cc2c1NS(=O)(=O)c1ccc(OC)cc1OC | -2% | 2 | -9% | 0% | 24 | 6%
20 | Cc1ccccc1C(=O)NC1CCN(C(=O)N2CCOCC2)CC1 | -1% | 3 | -13% | 1% | -3 | -3%
21 | Cc1ccc2c(c1)COc1c3ccc(C(=O)NC(C)C)cc3nn1-2 | 3% | -18 | -4% | -7% | -14 | 7.1µM*
22 | O=C(NN=Cc1c(O)ccc2ccccc12)c1ccc2c(c1)OCO2 | 3% | -37 | -17% | x | -5 | 8.9µM*
23 | COc1ccc(Oc2nc(OC)cc(OC)n2)cc1 | 0% | -1 | 9% | -9% | -12 | -1%
24 | Cc1ccc(/C([O-])=C(/C(=S)NCc2ccccc2)[n+]2ccccc2)cc1[N+](=O)[O-] | 1% | 2 | 4% | -1% | 1 | -4%

# | B2AR arrestin | FBPA coupling cs | Chronic BCR inh | GALK inh | hERG WT inh
15 | -0.7% | 1 | u | 11% | -6
16 | 2.1% | 0 | -2% | 2% | 6
17 | 0.1% | 0 | u | -2% | 3
18 | 0.1% | -1 | -6% | 9% | -9
19 | -0.8% | 0 | -19% | -3% | 2
20 | -0.7% | 3 | 3% | -1% | 8
21 | -0.3% | 1 | 13% | 5% | -1
22 | -0.7% | x | u | x | -7
23 | 0.0% | 1 | -18% | 2% | 1
24 | 0.2% | 1 | 9% | 10% | 11
